# High-throughput results as filed in PubChem BioAssay.
# TAAR1 antagonist – antagonists of human TAAR1. inhibition, % at 3 µM. Q96RJ0. AID 624466. CHO RD-HGA16 TAAR1, Fluo-8 calcium fluorescence, antagonist. 360,000 compounds, 1.5% hits;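 active = inhibition above a per-plate cutoff, the mean inhibition of test compounds on that plate plus 3 SD, cut at about 49% in these data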;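 note: 0% = DMSO plus EC80 beta-PEA response and 100% = DMSO alone without agonist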
# Target sequence (Q96RJ0 whole entry, looked up): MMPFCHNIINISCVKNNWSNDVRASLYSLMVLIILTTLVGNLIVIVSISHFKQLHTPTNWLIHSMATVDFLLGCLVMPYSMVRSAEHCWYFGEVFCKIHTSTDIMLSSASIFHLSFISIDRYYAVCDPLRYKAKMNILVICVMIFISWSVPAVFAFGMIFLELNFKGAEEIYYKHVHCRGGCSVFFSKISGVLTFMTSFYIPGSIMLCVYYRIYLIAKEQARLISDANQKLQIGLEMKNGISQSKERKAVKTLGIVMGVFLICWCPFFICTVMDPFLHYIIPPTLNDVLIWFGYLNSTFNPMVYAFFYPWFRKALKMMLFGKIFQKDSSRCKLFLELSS
#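 System: CHO RD-HGA16 cells bearing hTAAR1. Reagent: EC80 β-phenethylamine stimulus. Schedule: seeding 17-24 h prior, 75-min 37 °C, 30-min RT dye loading. Signal: Fluo-8 intracellular calcium dye fluorescence, real-time kinetic reads. Read-out: % inhibition from peak post-agonist over basal fluorescence ratio. Benchmarks: vehicle wells and EC80 agonist wells. Replicates: n of 1.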
# CHO-K1 Ca ag – counter-screen for M1 agonists: effect in parental CHO-K1 cells; Fluo-8 calcium fluorescence; scaled to maximal ATP response, vehicle zero; activation, % at 3 µM; 360,000 compounds, 0.48% hits; in the data active = activation above about 15%;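 note: untransfected CHO-K1 host cells lacking M1 receptor as counterscreen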
# M1 PAM parental – counter-screen for M1 PAMs: effect in parental CHO-K1 cells | ATP EC20, Fluo-8 calcium fluorescence; 0% at ATP EC20, 100% at ATP max | activation, % at 3 µM | 360,000 compounds, 0.02% hits;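 active = activation above the run cutoff, the mean activation of all test compounds plus 3 SD, cut at about 40% in these data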;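 note: peak over basal fluorescence ratio in a 140 s read after ATP addition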
# M1 antag – antagonists of human M1 muscarinic receptor | CHO-K1 hM1, Fluo-8 calcium fluorescence, ACh EC80 antagonist | inhibition, % at 3 µM | 360,000 compounds, 1.3% hits | AID 588852;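 active = percent inhibition above its own plate's cutoff, namely the mean of that plate's compound wells plus 3 SD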;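 note: peak over basal fluorescence ratio during 140 s after agonist addition; 0% = ACh EC80 plus DMSO and 100% = DMSO alone without agonist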
# Target sequence (P11229 whole entry, looked up): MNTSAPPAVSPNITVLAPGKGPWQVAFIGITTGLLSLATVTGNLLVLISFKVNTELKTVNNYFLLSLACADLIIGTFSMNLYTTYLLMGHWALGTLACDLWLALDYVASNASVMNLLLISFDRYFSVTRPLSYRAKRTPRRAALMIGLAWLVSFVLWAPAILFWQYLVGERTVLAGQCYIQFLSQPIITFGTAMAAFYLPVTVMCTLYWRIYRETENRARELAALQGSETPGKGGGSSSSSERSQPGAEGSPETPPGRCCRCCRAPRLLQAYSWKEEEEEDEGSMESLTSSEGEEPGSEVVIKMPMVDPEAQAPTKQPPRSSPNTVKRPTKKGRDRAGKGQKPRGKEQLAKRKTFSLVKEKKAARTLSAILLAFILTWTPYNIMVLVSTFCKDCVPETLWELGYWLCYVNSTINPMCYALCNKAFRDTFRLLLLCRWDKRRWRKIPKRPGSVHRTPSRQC
# TAAR1 agonist – human TAAR1 agonism. 360,000 compounds, 0.99% hits. CHO RD-HGA16 TAAR1, Fluo-8 calcium fluorescence; vehicle wells 0%, saturating PEA agonist 100%. Q96RJ0. activation, % at 3 µM. AID 624467;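 active = activation above the mean activation of all test compounds in the run plus 3 SD, cut at about 38% in these data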
#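 Test system: RD-HGA16 (CHO) cells co-expressing Gα16 and hTAAR1; dosing: one-point dosing at 3 µM (nominal); timing: 17-24 h seeding, 75 min 37 °C dye, 30 min RT; signal: kinetic Fluo-8 calcium fluorescence; read-out basis: % activation relative to PEA EC100 response; controls: DMSO and PEA EC100; replicates: n 1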
# CHRM1 agonist – activates human CHRM1 receptor; P11229; CHO-K1 hM1, Fluo-8 calcium fluorescence, agonist mode; 0% DMSO, 100% acetylcholine EC100; activation, % at 3 µM; 360,000 compounds, 0.33% hits; AID 588814;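 active = activation above the run's mean compound activation plus 3 SD, cut at about 16% in these data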;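 note: peak over basal fluorescence ratio within a 140 s kinetic read after compound addition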
# CHO-K1 Ca antag – counter-screen for M1 antagonists: effect in parental CHO-K1 cells; ATP-induced calcium, Fluo-8 fluorescence; inhibition, % at 3 µM; 360,000 compounds, 0.6% hits;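 active = inhibition above a per-plate cutoff, the plate's mean sample inhibition plus 3 SD, cut at about 24% in these data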;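 note: 0% = DMSO plus EC80 ATP and 100% = DMSO alone without ATP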
# M1 PAM – human CHRM1 positive allosteric modulation | 360,000 compounds, 0.088% hits | activation, % at 3 µM | P11229 | CHO-K1 hM1, Fluo-8 calcium fluorescence, ACh EC20; 0% = ACh EC20, 100% = maximal ACh; in the data active = activation above about 19%, passing the limit was not always enough
# CHO parental Ca – counter-screen: ATP calcium response change in parental CHO cells; parental CHO-K1, ATP-induced calcium, Fluo-8 fluorescence; inhibition, % at 5.6 µM; 330,000 compounds, 0.63% hits; AID 463079;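 active = inhibition above that plate's mean sample inhibition plus 3 SD, cut at about 26% in these data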;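 note: 0% = ATP-challenged DMSO wells and 100% = DMSO wells without ATP; some compounds past the cut are filed as inactive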
#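 Material: Parental CHO cells | Reagent: ATP | Compound dosing: Single nominal dose of 5.6 µM per compound | Detection: Intracellular calcium via Fluo-8 no-wash fluorescent dye | Read-out: % inhibition of ATP-induced calcium mobilization | Benchmarks: Low control ATP plus DMSO, high control DMSO only | Replicates: Singlicate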
# An asterisk follows results filed as active; · = no result given; & = joins results of further samples.
1: O=C1NCC2(CCN(CCc3ccccc3)CC2)O1
2: N=C(N=C(N)N)N1CCOCC1
3: CC(=O)[C@H]1CC[C@H]2[C@@H]3C[C@H](C)C4=CC(=O)CC[C@]4(C)[C@H]3[C@@H](O)C[C@]12C
4: O=c1cc[nH]c(=O)[nH]1
5: C[C@H](CCC(=O)O)[C@H]1CC[C@H]2[C@@H]3[C@@H](O)C[C@@H]4C[C@H](O)CC[C@]4(C)[C@H]3CC[C@]12C
6: O=C1N(c2ccccc2)c2ccccc2C1(Cc1ccncc1)Cc1ccncc1
7: Cc1nc2c3ccccc3nc(NNC(=O)CCC(=O)N3CCN(c4ccccc4)CC3)n2n1
8: CCOc1ccc(S(=O)(=O)N2CCCCCC2)c2ccccc12
9: CCOC(=O)C1(CCOc2ccccc2)CCN(Cc2ccc(O)c(Cl)c2)CC1
10: Nc1ccc(C(=O)Nc2ccccc2N)cc1

Screen / compound no. | 1 | 2 | 3 | 4 | 5 | 6 | 7 | 8 | 9 | 10
TAAR1 antagonist | -2.7 | -3.1 | -3.8 | -2.2 | 5.4 | -8.4 | -19.9 | 13.6 | 12.9 | -13.9
CHO-K1 Ca ag | 0.1 | 0.3 | 2.2 | 0.2 | 1.4 | 0.0 | 0.4 | -0.5 | 5.8 | -0.3
M1 PAM parental | 3.8 | 6.5 | 18.8 | 10.2 | 12.7 | 11.4 | 13.2 | -3.5 | -11.3 | -14.9
M1 antag | -19.6 | -7.9 | -26.1 | -24.9 | -24.3 | -8.8 | -11.3 | -5.2 | 22.6 | -7.4
TAAR1 agonist | 0.8 | 1.3 | 2.4 | 0.7 | 3.7 | -2.2 | 2.6 | -1.3 | 4.1 | 1.5
CHRM1 agonist | -6.1 | -2.1 | 0.1 | -0.5 | -0.9 | -6.0 | -3.8 | 8.7 | -6.9 | -2.1
CHO-K1 Ca antag | -1.0 | -3.3 | -11.7 | -8.6 | -0.6 | -0.9 | -7.4 | -4.4 | 12.6 | -4.7
M1 PAM | -2.3 | -5.2 | 4.0 | 1.8 | 6.3 | -7.8 | 10.2 | 5.6 | -18.6 | 4.4
CHO parental Ca | -8.9 | -9.7 | -4.7 | -9.8 | -6.7 | -11.1 | -20.9 | -21.3 | · | -5.4

11: C[C@]12CC[C@H]3[C@@H](CCC4=CC(=O)CC[C@@]43C)[C@@H]1CC[C@@H]2C(=O)CO
12: COc1c(O)cc2c(c1O)C1OC(CO)C(O)C(O)C1OC2=O (configuration not stated)
13: CCCCCCCCO
14: CC(=O)N1C[C@H](O)C[C@H]1C(=O)O
15: C/C=C/C=N\NC(=O)c1ccncc1
16: c1ccc2c(CC3=NCCN3)cccc2c1
17: Cc1coc2c1C(=O)C(=O)c1c-2ccc2c1CCCC2(C)C
18: CN1CCC(=C2c3ccccc3CCc3sccc32)CC1
19: CC(=O)NCCCCCC(=O)O
20: NS(=O)(=O)c1cc2c(cc1C(F)(F)F)NC(Cc1ccccc1)NS2(=O)=O (configuration not stated)

Screen / compound no. | 11 | 12 | 13 | 14 | 15 | 16 | 17 | 18 | 19 | 20
TAAR1 antagonist | -12.2 | -4.2 | 5.6 | -1.2 | -15.9 | 74.4* | -7.1 | · | -43.9 | -24.8
CHO-K1 Ca ag | 0.5 | -0.4 | 0.6 | 1.4 | 0.9 | 0.3 | -0.2 | 2.1 | 0.4 | -0.8
M1 PAM parental | 15.6 | -13.4 | 10.3 | 13.9 | 21.2 | 8.5 | 21.2 | 17.5 | 9.7 | 9.1
M1 antag | -26.2 | -2.3 | -7.0 | -18.7 | -21.8 | -38.5 | -5.8 | 98.5* | -26.8 | -24.6
TAAR1 agonist | 4.1 | 1.4 | 0.2 | -0.2 | 1.7 | 96.8* | -1.6 | · | 10.9 | 1.9
CHRM1 agonist | -4.2 | 48.4* | 0.0 | -3.1 | -0.8 | -3.2 | -2.7 | -3.8 | -3.8 | -1.8
CHO-K1 Ca antag | -16.0 | 27.6* | -21.4 | 5.2 | -8.9 | -6.7 | 3.0 | -2.7 | -0.4 | -5.4
M1 PAM | 2.3 | -20.3 | 0.8 | 4.1 | 3.0 | 7.4 | 5.6 | -26.3 | 4.1 | 5.3
CHO parental Ca | -16.3 | -9.2 | -4.3 | -10.0 | 10.8 | 4.9 | -12.1 | -4.2&-8.8 | · | 2.3

# Ordered by SMILES length (low to high): 11 of the compounds above
13: CCCCCCCCO
19: CC(=O)NCCCCCC(=O)O
2: N=C(N=C(N)N)N1CCOCC1
15: C/C=C/C=N\NC(=O)c1ccncc1
1: O=C1NCC2(CCN(CCc3ccccc3)CC2)O1
18: CN1CCC(=C2c3ccccc3CCc3sccc32)CC1
9: CCOC(=O)C1(CCOc2ccccc2)CCN(Cc2ccc(O)c(Cl)c2)CC1
20: NS(=O)(=O)c1cc2c(cc1C(F)(F)F)NC(Cc1ccccc1)NS2(=O)=O (configuration not stated)
7: Cc1nc2c3ccccc3nc(NNC(=O)CCC(=O)N3CCN(c4ccccc4)CC3)n2n1
11: C[C@]12CC[C@H]3[C@@H](CCC4=CC(=O)CC[C@@]43C)[C@@H]1CC[C@@H]2C(=O)CO
5: C[C@H](CCC(=O)O)[C@H]1CC[C@H]2[C@@H]3[C@@H](O)C[C@@H]4C[C@H](O)CC[C@]4(C)[C@H]3CC[C@]12C

Screen / compound no. | 13 | 19 | 2 | 15 | 1 | 18 | 9 | 20 | 7 | 11 | 5
TAAR1 antagonist | 5.6 | -43.9 | -3.1 | -15.9 | -2.7 | · | 12.9 | -24.8 | -19.9 | -12.2 | 5.4
CHO-K1 Ca ag | 0.6 | 0.4 | 0.3 | 0.9 | 0.1 | 2.1 | 5.8 | -0.8 | 0.4 | 0.5 | 1.4
M1 PAM parental | 10.3 | 9.7 | 6.5 | 21.2 | 3.8 | 17.5 | -11.3 | 9.1 | 13.2 | 15.6 | 12.7
M1 antag | -7.0 | -26.8 | -7.9 | -21.8 | -19.6 | 98.5* | 22.6 | -24.6 | -11.3 | -26.2 | -24.3
TAAR1 agonist | 0.2 | 10.9 | 1.3 | 1.7 | 0.8 | · | 4.1 | 1.9 | 2.6 | 4.1 | 3.7
CHRM1 agonist | 0.0 | -3.8 | -2.1 | -0.8 | -6.1 | -3.8 | -6.9 | -1.8 | -3.8 | -4.2 | -0.9
CHO-K1 Ca antag | -21.4 | -0.4 | -3.3 | -8.9 | -1.0 | -2.7 | 12.6 | -5.4 | -7.4 | -16.0 | -0.6
M1 PAM | 0.8 | 4.1 | -5.2 | 3.0 | -2.3 | -26.3 | -18.6 | 5.3 | 10.2 | 2.3 | 6.3
CHO parental Ca | -4.3 | · | -9.7 | 10.8 | -8.9 | -4.2&-8.8 | · | 2.3 | -20.9 | -16.3 | -6.7

# Other entries follow:
21: CCC[C@H](N[C@@H](C)C(=O)N1[C@H](C(=O)O)C[C@@H]2CCCC[C@@H]21)C(=O)OCC
22: CC(C)=CC(=O)O[C@@H]1Cc2cc3ccc(=O)oc3cc2OC1(C)C
23: Cc1cc(C)nc(/N=C(\N)Nc2ccc(S(N)(=O)=O)cc2)n1
24: O=C(Cn1ccnc1[N+](=O)[O-])NCCO
25: COc1cncc(C#Cc2ccccn2)c1
26: CCCn1ncc(CN2CCCC(C(=O)c3cccc(OC(C)C)c3)C2)c1C (configuration not stated)
27: CC1(C)O[C@H]2CC(=O)OCC23[C@H]2CC[C@@]4(C)[C@H](c5ccoc5)OC(=O)[C@H]5O[C@]54[C@]2(C)C(=O)C[C@@H]13 (some centres not stated)
28: CC(C)Cn1cnc2c1c(=O)n(C)c(=O)n2C
29: C=C1c2cccc(O)c2C(=O)C2C(=O)[C@]3(O)C(=O)C(C(N)=O)C(=O)[C@@H](N(C)C)[C@@H]3[C@@H](O)[C@H]12 (some centres not stated)
30: O=C(O)[C@@H]1[C@H]2C[C@H]3c4[nH]c5ccccc5c4CCN3C[C@@H]2CC[C@@H]1O

Screen / compound no. | 21 | 22 | 23 | 24 | 25 | 26 | 27 | 28 | 29 | 30
TAAR1 antagonist | -24.5 | 28.7 | 5.1 | -21.6 | -8.8 | -17.6 | 14.5 | -12.8 | 4.8 | -22.7
CHO-K1 Ca ag | 0.4 | -0.8 | 1.5 | -0.2 | 0.2 | 1.8 | -0.1 | 0.3 | -0.5 | 0.3
M1 PAM parental | 22.8 | 17.5 | 19.8 | 22.4 | 15.2 | 25.0 | 4.2 | 3.5 | -6.6 | -1.3
M1 antag | -37.6 | 9.1 | -4.8 | -38.4 | · | 99.2* | -16.9 | -16.2 | -19.0 | -18.5
TAAR1 agonist | 0.7 | 24.2 | 3.0 | 1.6 | 4.9 | 0.5 | 0.1 | 1.4 | 0.3 | 3.1
CHRM1 agonist | -1.1 | -2.7 | -13.1 | -2.3 | · | -6.6 | -0.1 | -1.9 | -0.2 | -4.5
CHO-K1 Ca antag | -6.9 | -13.1 | -15.2 | -18.1 | -16.8 | -11.9 | 2.7 | -0.7 | 18.8 | 6.1
M1 PAM | 3.9 | -9.2 | 10.4 | 3.2 | · | -25.0 | 10.9 | -0.9 | 0.6 | -0.8
CHO parental Ca | -10.7 | -9.1 | -8.6 | · | · | -13.2 | -7.5 | -12.1 | -2.5 | -0.7

# This is a subset (hit frequency here may not be typical).
